Epigenetic reg = Quantitative High-Throughput Screen for Regulators of Epigenetic Control; murine LDR cells, GFP reporter derepression, 30 h; Potency, µM (titrated, usually from 53.9 µM), inactives show at the highest dose GFP activation, actives largely listed as activators; actives 0.2% (n = 280,000); AID 1865, 2009; active = well fitted activation curve with a large enough effect; inconclusive = small, poorly fitted or top-dose-only effect; note: % of control where 0% means no effect; nearly all actives have a fitted effect of over 60% in size
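Derepression of a silenced CMV-GFP reporter in murine LDR cells is scored by enumerating GFP-positive cells with a laser-scanning microplate cytometer after 30 hours of treatment at 37 C.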
Numbers without * were called inactive; ? = inconclusive. Potency is the fitted concentration of half-maximal effect. A portion of the library. The share of hits here may be higher or lower than overall.

molecule | Epigenetic reg
COc1cc(-c2nc(SCC(=O)Nc3ccc4c(c3)OCO4)c(-c3ccccc3)[nH]2)cc(OC)c1OC | -0.9%
CCCCCCC(=O)Nc1ccc2nc3c(=O)n(C)c(=O)n(C)c3nc2c1C | -1.8%
CCOc1ccc(CCNC(=O)c2cn(C)c3ccc(S(=O)(=O)N4CCOCC4)cc3c2=O)cc1OCC | 2.8%
COc1ccc(NC(=O)Cn2c(=O)n(-c3cccc(C)c3)c(=O)c3c2c2cc(C)ccc2n3C)cc1OC | ?
CCOC(=O)c1cccc(NC(=O)CC(c2ccc(F)cc2)N2Cc3ccccc3C2=O)c1 (stereo not given) | 7.0%
CCCS(=O)(=O)c1c(S(=O)(=O)CCC)c2cc(CC)ccn2c1C(=O)c1ccc(OC)cc1 | -1.3%
CC(CNC(=O)c1ccc(CSc2nc3ccncc3n2Cc2ccc(F)cc2)cc1)c1ccccc1 (stereo not given) | 0.0%
COCCNC(=O)CCc1c(C)nc2c(c(C)nn2-c2ccc(C)cc2)c1C | 4.8%
CC(Sc1nc2c(c(=O)[nH]1)CCCC2)C(=O)Nc1cc(C(F)(F)F)ccc1Cl (stereo not given) | -4.9%
O=C(Nc1cc(-c2nc3ccccc3o2)ccc1Cl)c1cc([N+](=O)[O-])ccc1N1CCOCC1 | 5.4%
COc1ccccc1CCN1COc2c(cc3c(C)c(C)c(=O)oc3c2C)C1 | -1.9%
CC(C)Oc1ccc(CNC(=O)Cc2ccc(NC(=O)N3CCSc4ncccc43)cc2)cc1 | -0.4%
CCC(=O)N1CCc2cc(S(=O)(=O)CCC(=O)NCc3ccc(F)cc3)ccc21 | -0.9%
Cc1cc(OCC(=O)Nc2sc3c(c2C#N)CCC(C)C3)ccc1Cl (stereo not given) | -1.6%
CN(C(=O)c1ccc2c(Cl)c3c(nc2c1)CCC3)c1ccccc1F | -6.1%
O=c1c2sc3ccccc3c2n(Cc2cccc(C(F)(F)F)c2)c(=O)n1Cc1ccco1 | 0.9%
O=C(Cn1c(=O)oc2cc(S(=O)(=O)NCc3ccccc3)ccc21)Nc1cccc(F)c1 | 0.8%
CCCCn1nc(NC(=O)c2cccc(Cl)c2)c2cc3cccc(C)c3nc21 | ?
CCOC(=O)c1cnc2c(ccc3ccccc32)c1Nc1ccc(Cl)cc1 | -0.5%
Cc1ccc(C(=O)N/C(=C\c2cn(S(=O)(=O)N(C)C)c3ccccc23)C(=O)NCCCn2ccnc2)cc1 | -5.4%
CCOC(=O)c1c(NC(=O)CCCOc2ccc(C)cc2)sc2c1CCC(C)C2 (stereo not given) | -1.6%
Cc1cccc(CNC(=O)c2ccc3c(c2)c(C)c(C)n3Cc2ccccc2)c1 | -2.9%
COc1ccc(NC(=O)CSc2nc3ccccc3nc2N2CCC(C)CC2)cc1 | 0.1%
Cn1c(CNC(=O)CSc2nc(-c3ccccc3F)nc3cc(=O)[nH]n23)nc2ccccc21 | -2.7%
CCOC(=O)c1c(NC(=O)CSc2nc(-c3ccc(OC)cc3)cc(C(F)(F)F)n2)sc(C)c1C | 1.9%
CC(C)NC(=O)CCn1c(SCc2c(F)cccc2Cl)nc2c(sc3ccccc32)c1=O | 0.0%
CCOC(=O)Cn1c(=O)oc2cc(S(=O)(=O)N3CCC(C(=O)OCC)CC3)ccc21 | -1.1%
Cc1ccc2nc(-c3ccc(Cl)c(NC(=O)COc4ccc([N+](=O)[O-])cc4)c3)oc2c1 | -1.1%
Cn1c(=O)n(C)c2cc(N3CCOCC3)c(NC(=O)c3ccc(Cl)cc3)cc21 | 0.6%
Cc1cc(-c2ccc(C)c(S(=O)(=O)N(C)c3ccc(C)c(C)c3)c2)on1 | -3.9%

Continued, starting with the last 6 of the part before.
molecule | Epigenetic reg
CCOC(=O)c1c(NC(=O)CSc2nc(-c3ccc(OC)cc3)cc(C(F)(F)F)n2)sc(C)c1C | 1.9%
CC(C)NC(=O)CCn1c(SCc2c(F)cccc2Cl)nc2c(sc3ccccc32)c1=O | 0.0%
CCOC(=O)Cn1c(=O)oc2cc(S(=O)(=O)N3CCC(C(=O)OCC)CC3)ccc21 | -1.1%
Cc1ccc2nc(-c3ccc(Cl)c(NC(=O)COc4ccc([N+](=O)[O-])cc4)c3)oc2c1 | -1.1%
Cn1c(=O)n(C)c2cc(N3CCOCC3)c(NC(=O)c3ccc(Cl)cc3)cc21 | 0.6%
Cc1cc(-c2ccc(C)c(S(=O)(=O)N(C)c3ccc(C)c(C)c3)c2)on1 | -3.9%
CCc1ccc(NC(=O)CN2C(=O)CCSc3ccccc32)cc1 | 2.2%
Cc1c(C(=O)OCCOc2ccccc2)[nH]c2c1C(=O)CC(c1ccccc1Cl)C2 (stereo not given) | 5.7%
CC(CNC(=O)CN1C(=O)COc2ccc(S(=O)(=O)N3CCCCC3)cc21)c1ccccc1 (stereo not given) | -1.2%
CCC(C)NC(=O)c1cc(-c2cccc(OC)c2)on1 (stereo not given) | -0.9%
Cc1ccc2c(=O)cc(C(=O)Nc3sc4c(c3C(=O)NCC3CCCO3)CCC4)oc2c1 (stereo not given) | 3.7%
O=C(Cn1c(=O)n(Cc2ccccc2)c(=O)c2sc3ccccc3c21)NCc1ccccc1Cl | -4.3%
Cc1cn2c(=O)c(S(=O)(=O)Nc3ccc(OC(F)(F)F)cc3)c(C)nc2s1 | -0.7%
CCOC(=O)c1ccccc1NC(=O)CSc1cn(CC(=O)N2CCOCC2)c2ccccc12 | 1.9%
CCN(c1cccc(C)c1)S(=O)(=O)c1cc(Br)cc2c1N(C(C)=O)C(C)C2 (stereo not given) | 2.3%
COc1cc(CNCCSc2nnnn2C)cc(Cl)c1OCc1ccccc1 | 0.0%
COc1ccc(C(=O)Nc2cc(-c3nc4ncccc4o3)ccc2C)cc1Br | 4.0%
COc1cccc(NC(=O)C2CCN(c3nc4ccccc4nc3C(F)(F)F)CC2)c1 | -0.1%
COc1ccc(C(=O)Oc2c(Sc3ccc(C)cc3)c(C)nn2C(C)(C)C)cc1OC | -3.2%
COc1ccc(NC(=O)c2c(NC(=O)COc3ccc(Cl)cc3)sc3c2CCCCC3)cc1 | -1.6%
COc1ccc(NC(=O)CCc2nnc3n(CC(C)C)c(=O)c4ccccc4n23)cc1 | 2.7%

Additional entries
Compound,Epigenetic reg
CCc1ccc(C(=O)c2cn(CC(=O)Nc3cc(OC)ccc3OC)c3ccc(C)cc3c2=O)cc1,-5.9%
c1ccc(-c2cc(-c3ccccc3)c3c(n2)-c2ccccc2OC3)cc1,0.0%
Cc1ccc(Sc2c(C)nn(-c3ccccc3)c2OC(=O)CC(C)C)cc1,-1.5%
CCc1ccccc1NC(=O)c1c(NC(=O)c2ccccc2)sc2c1CCCC2,-1.6%
Cc1cc(Cl)ccc1OCc1cc(=O)n2c3c(sc2n1)CCCC3,-3.4%
COc1cccc(CN(C(=O)c2oc3ccc(Br)cc3c2C)C2CCS(=O)(=O)C2)c1 (stereo not given),-1.9%
Cc1c(C(=O)OCc2ccccc2)[nH]c2c1C(=O)CC(c1ccc(C(C)(C)C)cc1)C2 (stereo not given),11%
Cc1oc(-c2ccc(Cl)cc2)nc1CS(=O)CC(=O)NCc1ccc(Cl)cc1 (stereo not given),-1.1%
Cc1ccc(-c2nc3n(n2)C(c2ccccc2Cl)C=C(c2ccc(Cl)cc2)N3)cc1 (stereo not given),-4.9%
COc1ccccc1CN1COc2ccc3c(C)cc(=O)oc3c2C1,0.7%
CCn1cc2nc(SCc3cc(C)ccc3C)n(CCc3ccccc3)c(=O)c2n1,1.1%
CCOc1ccc(-c2cc(-c3nc(-c4cc(OC)c(OC)c(OC)c4)no3)[nH]n2)cc1,5.4%
COCCNC(=O)CN1C(=O)COc2ccc(S(=O)(=O)N3CCOCC3)cc21,1.1%
O=C(Cn1c2ncccc2c(=O)n1-c1ccccc1)Nc1cccc(C(F)(F)F)c1,-2.0%
O=C(Cn1c(=O)n(-c2ccccc2)c(=O)c2ccc(C(=O)NCc3ccc4c(c3)OCO4)cc21)Nc1ccc(Br)cc1F,9.7%
CC(=O)N1c2ccc(S(=O)(=O)NCC3CCC(C(=O)Nc4cc(C)cc(C)c4)CC3)cc2CC1C (stereo not given),-1.3%
CSc1nc2sc3c(c2c(=O)n1-c1ccc(C)c(Cl)c1)CCN(C(C)=O)C3,-3.5%
Cc1ccc(-c2ccc(CCC(=O)O)n2-c2ccc(C)c(Cl)c2)cc1,0.6%
CC(C(=O)NCc1ccc(Cl)cc1)n1ccc2cc(S(=O)(=O)N3CCCC3)ccc21 (stereo not given),1.2%
CCCN(Cc1cc2cccc(C)c2[nH]c1=O)C(=O)c1cccc(Cl)c1,-1.9%
COc1cccc(NC(=O)Cn2c(=O)n(CCCC(=O)NCc3ccc4c(c3)OCO4)c(=O)c3ccccc32)c1,1.9%
Cc1ccc(C)c(N2CCN(c3ccc4cc(S(=O)(=O)N5CCC(C)CC5)ccc4n3)CC2)c1,-3.0%
COc1ccc(S(=O)(=O)Cc2ccc(C(=O)NC3CCCCC3)o2)cc1,-1.1%
CS(=O)(=O)c1ncc(Cl)c(C(=O)Nc2c(C(=O)Nc3ccccc3)oc3ccccc23)n1,-1.9%
CCC1CCC(C(=O)NC(C(=O)NCCN(CC(C)C)CC(C)C)C(C)C)CC1 (stereo not given),1.0%

Reformatted: entries from further up.
Molecule: CCOc1ccc(-c2cc(-c3nc(-c4cc(OC)c(OC)c(OC)c4)no3)[nH]n2)cc1
  Epigenetic reg = 5.4%

Molecule: COCCNC(=O)CN1C(=O)COc2ccc(S(=O)(=O)N3CCOCC3)cc21
  Epigenetic reg = 1.1%

Continuation.
Compound,Epigenetic reg
Fc1ccc(Nc2nc(-c3cccc(Cl)c3)c3c(n2)-c2ccccc2OC3)c(F)c1,2.5%
COc1ccccc1N1CCN(C(=O)c2cc(-c3ccc(C)c(F)c3)on2)CC1,1.5%
CCc1nn(CC(=O)N2CCN(c3cccc(C)c3C)CC2)c(=O)c2cc3occc3n12,5.1%
CCCn1c(CCC(=O)Nc2cc(OC)cc(OC)c2)nc2cccnc21,-0.6%
Cc1ccc(-c2noc(-c3nnn(CC(=O)Nc4cccc(C(F)(F)F)c4)c3N)n2)cc1,-2.8%
Cc1ccc(-c2nc3cccc(C)n3c2Nc2ccc3c(c2)OCCO3)cc1,0.5%
CCOc1ccc(NC(=O)Nc2c(C)n(C)n(-c3ccccc3)c2=O)cc1,0.1%
Cc1ccc2nc(Cl)c3cc(C(=O)NC4CCC(C)CC4)sc3c2c1 (stereo not given),1.1%
Cc1ccc(C(=O)Nc2cccc(C(=O)O)c2)cc1S(=O)(=O)N1CCCC1,-1.6%
COc1ccc(-c2[nH]c3ccccc3c2SCCNC(=O)c2ccc(S(=O)(=O)N(C)C)cc2)cc1,-0.4%
COc1ccc(C(=O)Nc2cccc(OCc3cc(=O)n4c5c(sc4n3)CCCC5)c2)cc1,?
CCC(=O)N1CCc2cc(Br)cc(S(=O)(=O)CCC(=O)NCc3ccc(C)cc3)c21,0.0%
Cc1c2cnn(CC(=O)Nc3cccc(C(F)(F)F)c3)c(=O)c2c(C)n1Cc1ccccc1Cl,-5.5%
CCOC(=O)C1CCN(C(=O)c2nn(-c3ccc(OC)c(Cl)c3)c(=O)c3c2c2ccccc2n3C)CC1,2.3%
O=C(CN1C(=O)COc2ccc(S(=O)(=O)N3CCCC3)cc21)N1CCN(c2ccc(Cl)cc2)CC1,4.1%
O=C(NCc1ccc(F)cc1)c1ccc(CSc2nc3ccncc3n2Cc2ccc(F)cc2)cc1,0.0%
Cc1ccc(Cn2nc3n(c2=O)-c2cc(Cl)ccc2OC3)cc1,-1.1%
CCCS(=O)(=O)c1nc(S(=O)(=O)c2ccc(C)cc2)c(NC)s1,-3.0%
CCOC(=O)N1CCc2c(sc3c2c(=O)n(-c2ccc(F)cc2)c(=O)n3CC(=O)c2ccc(Cl)cc2)C1,16µM*
Cc1ccc(-c2noc(-c3ccc(NC4CCCC4)c([N+](=O)[O-])c3)n2)cc1,-0.5%
COc1cccc(-c2cc(C(F)(F)F)n3nc(-c4ccc(C)cc4)cc3n2)c1,1.0%
CCn1cnc2c(=O)oc3ccc(S(=O)(=O)Nc4ccc(OC)cc4)cc3c21,2.5%
Cc1ccc(NC(=O)Cn2cc(S(=O)(=O)c3ccc(C)cc3)c(=O)c3cc4c(cc32)OCO4)cc1,-2.7%
Cc1ccc(C)c(N2CCN(c3nc4ccccc4c(=O)n3-c3ccccc3)CC2)c1,0.2%
COc1cccc(C(=O)Nc2ccccc2-c2nc3ccccc3s2)c1,-1.1%

Individual results from the list:
Epigenetic reg with CCOC(=O)N1CCc2c(sc3c2c(=O)n(-c2ccc(F)cc2)c(=O)n3CC(=O)c2ccc(Cl)cc2)C1 → 16µM*
Epigenetic reg with O=C(NCc1ccc(F)cc1)c1ccc(CSc2nc3ccncc3n2Cc2ccc(F)cc2)cc1 → 0.0%
Epigenetic reg with Cc1ccc(NC(=O)Cn2cc(S(=O)(=O)c3ccc(C)cc3)c(=O)c3cc4c(cc32)OCO4)cc1 → -2.7%
Epigenetic reg with Cc1c2cnn(CC(=O)Nc3cccc(C(F)(F)F)c3)c(=O)c2c(C)n1Cc1ccccc1Cl → -5.5%
Epigenetic reg with COc1cccc(C(=O)Nc2ccccc2-c2nc3ccccc3s2)c1 → -1.1%

Next part
Compound,Epigenetic reg
CC1(C(=O)NC2CCCCC2)Cc2ccccc2C(=O)N1Cc1ccc(Cl)cc1 (stereo not given),0.0%
CCN(CC)CCNC(=O)c1cc2c(-c3cccc(OC)c3)nn(C)c2s1,0.2%
CCOC(=O)c1c(Oc2ccc(C(C)=O)cc2)nnc(-c2ccccc2)c1-c1ccccc1,-1.9%
Cc1ccc(C)c(Cn2c(C(C)NC(=O)c3ccccc3)nc3ccccc32)c1 (stereo not given),-1.3%
COc1ccc(CNC(=O)c2cccc(NC(=O)N3CCSc4ncccc43)c2)cc1,3.4%
COc1ccc(OCCCn2c(C3CC(=O)N(c4ccc(F)cc4)C3)nc3ccccc32)cc1 (stereo not given),4.2%
CC(C)CCn1c(/C=C/c2ccccc2)nc2ccccc21,0.6%
CC1CCN(c2nc3ccc(C(=O)N4CCN(c5ccccc5)CC4)cc3s2)CC1,-2.0%
CCOc1ccc(CNC(=O)Cn2ncc3c(=O)oc4ccc(C)cc4c32)cc1,-0.8%

Compound activity (PubChem BioAssay)
